High-throughput results from PubChem.
14-3-3g Raf: modulators of human 14-3-3 gamma - Raf peptide interaction; inhibition, % at 40 µM; hit rate 0.19% among 160,000; FP, 14-3-3gamma / TMR-pS259-Raf peptide binding; P61981; AID 422; in the data active = inhibition above about 30%;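 also: 0% = protein plus tracer without compound and 100% = blank with tracer alone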
Target sequence (P61981 whole entry, looked up): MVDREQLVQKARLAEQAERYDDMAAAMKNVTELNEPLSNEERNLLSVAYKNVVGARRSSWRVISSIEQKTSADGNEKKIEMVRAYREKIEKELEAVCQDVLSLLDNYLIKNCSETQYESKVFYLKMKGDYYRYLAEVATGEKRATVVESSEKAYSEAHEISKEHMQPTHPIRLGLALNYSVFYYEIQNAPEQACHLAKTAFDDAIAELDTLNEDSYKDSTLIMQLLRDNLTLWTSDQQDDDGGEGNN
An asterisk follows results filed as active; & = joins results of further samples. Some of the compounds tested; rates above refer to the full screens.

14-3-3g Raf,mol
-11.6,C=CCn1c(SCC(=O)Nc2ccccc2OC)nnc1-c1ccccn1
-82.0,O=C(Oc1ccc2c(=O)c(Oc3ccccc3Cl)coc2c1)c1cccs1
-3.3,CCOC(=O)c1sc2nc(C)nc(N3CCC(C)CC3)c2c1C
-2.6,CC(NC(=O)N1c2ccccc2Sc2ccccc21)c1ccccc1 (configuration not stated)
-18.1,C=CCN(C(=O)c1ccc(N2CC3CC(C2)c2cccc(=O)n2C3)c(NC(=O)c2ccccc2Br)c1)c1ccccc1 (configuration not stated)
-0.4&-7.1&-2.4,c1ccc2c(c1)CCCC2C1=NCCN1 (configuration not stated)
5.5,COc1cccc(NC=C2C(=O)OC(C)(C)OC2=O)c1
-7.3,O=C(Nc1c2c(nn1-c1ccc(Cl)cc1)CS(=O)(=O)C2)c1ccc(Br)o1
-3.2,COc1ccc(C(=O)Nc2nc3c(s2)C(=O)CC(C)(C)C3)cc1
-8.3,O=C(CN1N=C(c2ccc(Cl)cc2)CCC1=O)NCc1cccs1

Next part:
14-3-3g Raf,mol
-5.5,CCc1ccc2nc(NC3=NCN(CCOC)CN3)nc(C)c2c1
-2.4,CC1(C)OC(=O)C(=CNc2cccc(C(=O)O)c2)C(=O)O1
-8.0,Cc1c(NC(=O)c2ccccc2)cccc1-c1nc2ccccc2s1
-1.9,CSc1[nH]c(=O)c(C(=O)O)cc1C#N
-3.8,Cc1[nH]c2ccccc2c1C1(O)C(=O)N(CC(N)=O)c2ccccc21 (configuration not stated)
0.7&-7.8,CCN(CCNC(=O)C1CCN(S(C)(=O)=O)CC1)c1ccccc1
2.2,CCCn1c(C)nc2c(c1=O)c1nc3ccccc3nc1n2CCc1ccccc1
-8.8,Cc1ccccc1NC(=O)CN(c1cccc(C)c1C)S(=O)(=O)c1ccccc1
-6.7,COc1cccc(-c2nn(C)c3sc(C(=O)Nc4ccccc4F)cc23)c1
-2.4,NC(N)=NCc1cccc(I)c1

Going on with the list.
14-3-3g Raf,mol
-4.7,CCCN1C(=O)c2ccc(C(=O)Nc3cc(C)on3)cc2C1=O
-2.0,CC1=C(C(=O)Nc2ccc(C)cc2C)C(c2cccc(Br)c2)NC(=S)N1 (configuration not stated)
-9.8,COc1cccc(C2C=C(c3ccc(Br)s3)Nc3nnnn32)c1OC (configuration not stated)
-12.7,COC(=O)c1cc2sc(Cl)cc2n1CC(=O)N1CCCc2ccccc21
-15.9,CC(C)c1ccc(NC(=O)c2cnn(-c3ccccc3)c2NC(=O)c2ccco2)cc1
5.0,Cc1ccc(N=C2SC(C(=O)Nc3cccc(Cl)c3)CC(=O)N2C)cc1C (configuration not stated)
4.6&-9.7,COc1ccc(S(=O)(=O)NCc2ccc3c(c2)OCO3)cc1C(=O)O
-1.3,O=C1C2C3C=CC(C3)C2C(=O)N1c1ccc(NCc2ccccc2Cl)c([N+](=O)[O-])c1 (configuration not stated)
-4.9,CCc1ccccc1N=C1SCC(=O)N1C
-11.7,CCOC(=O)c1c(C)oc2ccc(NS(=O)(=O)c3cc(C)c(C)cc3C)cc12

More records
14-3-3g Raf,mol
10.1,COCC(=O)Oc1c(Sc2ccc(Cl)cc2)c(C)nn1C(C)(C)C
2.0,O=C(Oc1ccc2ccccc2c1Br)c1ccncc1
-3.7,Fc1ccccc1C1=CC(c2ccc(Br)cc2)n2ncnc2N1 (configuration not stated)
0.0,COc1ccc(N2COc3ccc(OC)cc3C2)cc1
1.4,CC(=O)OCC#CCSc1nnc(-c2ccc(C)cc2)o1
-5.8,CC(=O)Nc1ccccc1C(=O)C(=O)Nc1ccc(Cl)cc1
-9.3,COc1ccc(-c2[nH]c3ccccc3c2SCCNC(=O)c2ccco2)cc1
2.9,Cc1ccc(NC(=O)CCn2cccc2)cc1Cl
-4.3,CCc1nnc(NS(=O)(=O)c2ccc(NC(=O)c3ccccc3O)cc2)s1
6.8,CCOC(=O)C1=CN(Cc2ccc(Cl)cc2)C=C(C(=O)OCC)C1c1ccc2c(c1)OCO2

Given as tab-separated lines: entries from further up.
canonical_smiles	14-3-3g Raf
COc1ccc(S(=O)(=O)NCc2ccc3c(c2)OCO3)cc1C(=O)O	4.6&-9.7
CC1=C(C(=O)Nc2ccc(C)cc2C)C(c2cccc(Br)c2)NC(=S)N1 (configuration not stated)	-2.0
O=C(Oc1ccc2ccccc2c1Br)c1ccncc1	2.0
CC(C)c1ccc(NC(=O)c2cnn(-c3ccccc3)c2NC(=O)c2ccco2)cc1	-15.9
CC(NC(=O)N1c2ccccc2Sc2ccccc21)c1ccccc1 (configuration not stated)	-2.6
COC(=O)c1cc2sc(Cl)cc2n1CC(=O)N1CCCc2ccccc21	-12.7

Additional records follow.
14-3-3g Raf,mol
-0.7,Cc1ccc(N2C(=O)C(Cl)=C(NCc3ccccc3)C2=O)c(C)c1
-2.8,CCCCN(C1=NS(=O)(=O)c2ccccc21)c1ccccc1
3.6,Cc1csc(NC(=O)CSc2nnc(-c3ccccn3)n2-c2ccc(C)c(C)c2)n1
-5.4,Cc1ccc2c(c1)c1c3n2CCN(C(=O)Cn2c(-c4ccccc4)noc2=O)C3CCC1 (configuration not stated)
3.4,ON1C2CCCCC2N(O)C1c1c(F)c(F)c(F)c(F)c1F (configuration not stated)
-1.2,CC(C)c1ccc(S(=O)(=O)N2CCN(C(=O)c3cccc(F)c3)CC2)cc1
5.2,COc1ccc(-c2cc(C(F)(F)F)n3ncc(C(=O)Nc4cc5c(cc4C(C)=O)OCO5)c3n2)cc1OC
2.1,CCOC(=O)c1ccccc1NC(=O)c1cccs1
-7.1,CCCS(=O)(=O)N1CCCC(C(=O)NC(C)C)C1 (configuration not stated)
-11.0,Cc1cc(Nc2ccc(Br)cc2)c2ccc(C)c(C)c2n1

Look-ups from the entries so far:
`CCCS(=O)(=O)N1CCCC(C(=O)NC(C)C)C1` (configuration not stated) in 14-3-3g Raf: -7.1
`Cc1cc(Nc2ccc(Br)cc2)c2ccc(C)c(C)c2n1` in 14-3-3g Raf: -11.0
`CCCCN(C1=NS(=O)(=O)c2ccccc21)c1ccccc1` in 14-3-3g Raf: -2.8

Following part:
14-3-3g Raf,mol
-9.4,NC(=O)c1ccccc1N/C=C/C(=O)c1ccccc1
-10.2,COc1ccc(-c2noc(-c3ccco3)n2)cc1OC
-8.0,O=c1nc2n(-c3ccc([N+](=O)[O-])cc3)c3cccc(Cl)c3cc-2c(=O)[nH]1
-4.9,CCC(C)NC(=O)CNC(=O)c1nn(-c2ccc(OC)cc2)c(=O)c2ccccc12 (configuration not stated)
-7.5,C(=Nc1nc2ccccc2n1CCN1CCCCC1)c1ccc2c(c1)OCO2
3.5,CC(=O)N(c1cccc(Br)c1)C1C=CS(=O)(=O)C1 (configuration not stated)
-1.3,CSc1nncc(=O)[nH]1
1.3,O=C(Nc1ccc(Cl)cc1)Nc1ccc(S(=O)(=O)Nc2ccc(F)cc2)cc1
-1.4,COc1ccc(C2CC(C(F)(F)F)n3nc(C(=O)Nc4cc(OC)ccc4OC)cc3N2)cc1 (configuration not stated)
-7.3,O=C(CN1CCCCC1)Nc1cccc(-n2cnnn2)c1

(next part)
14-3-3g Raf,mol
-1.3,Cc1ccc(C(=O)NCCNC(=O)c2nonc2N)cc1
-1.7,Nc1ncnc(NCCO)c1[N+](=O)[O-]
-2.8,COc1cccc(-c2cc3nc(-c4ccccc4)cc(N4CCC5(CC4)OCCO5)n3n2)c1
3.6&-5.9,COCCOC(=O)C1=C(C)NC2=C(C(=O)CCC2)C1c1ccc(N(C)C)cc1 (configuration not stated)
-6.5,OCC#Cc1cnc2ccccc2c1
2.8,Fc1ccccc1COc1cccc(/C=N/n2cnnc2)c1
-2.2,CCOc1ccc(N2C(=O)CSC2c2cccc([N+](=O)[O-])c2)cc1 (configuration not stated)
-6.9,COc1cccc(OC)c1C(=O)N1CC(=O)N(CCc2ccccc2)C(=O)C1
-2.0,CCC(=O)N1CCc2cc(S(=O)(=O)NCCN3CCN(c4ccccc4F)CC3)ccc21
-18.5,Cc1ccc(-c2nc3cc(N)ccc3o2)cc1Cl

(list continues)
14-3-3g Raf,mol
-6.3,CCOc1ccccc1-n1c(SCC(N)=O)nnc1-c1ccc(O)cc1
-7.0,CC1CCCC(N2C(=O)C3C(C(=O)Nc4cccc(Cl)c4)C4C=CC3(O4)C2C(=O)NC2CCCCC2)C1C (configuration not stated)
2.2,CCc1cccc(C)c1NC(=O)c1cc(S(=O)(=O)NC2CCCCC2)ccc1F
-5.3,COc1ccc(CCn2c(=O)[nH]c3cc(C(=O)NCCCN4CCOCC4)ccc3c2=O)cc1OC
-0.1,CCOC(=O)c1sc(=NC(=O)c2ccc(OCC)cc2)n(C)c1C
1.8,Cc1ccc(N=C2SC(C(=O)Nc3ccc(C(=O)O)cc3)CC(=O)N2C)cc1C (configuration not stated)
-17.7,O=C(N=C1SCC(=O)N1c1ccccc1Cl)c1ccco1
-5.1,CN(C(=O)CSc1nc2c(c(=O)[nH]1)CCCC2)C1CCCCC1
-6.8,C=CCNC(=O)c1ccc(N2CCN(c3ccccn3)CC2)c([N+](=O)[O-])c1
-18.4,COc1ccc(S(=O)(=O)CCC(=O)Nc2ccccc2Br)cc1

(next part)
14-3-3g Raf,mol
3.8,CS(=O)(=O)N1CCN(c2ccc([N+](=O)[O-])c(NCCOc3ccc(Cl)cc3)c2)CC1
-39.2,O=C(Nc1ccc(Cl)c(-c2nc3ccccc3[nH]2)c1)c1ccc(Br)o1
-2.3,COCCCNC(=O)c1cc2c(=O)n3cccc(C)c3nc2n(C2CCCCC2)c1=N
-7.0,COc1ccc(-c2nnc(NC(=O)c3ccc(S(=O)(=O)N4CCCCC4C)cc3)o2)c(OC)c1 (configuration not stated)
5.2,O=P1(O)C=C(c2ccccc2)OC(c2ccccc2)=C1
-5.0,Cc1cc(C(=O)N2CCN(C/C=C/c3ccccc3)CC2)cs1
-16.6,CNc1ccc(C(O)(C(=O)OC)C(F)(F)F)cc1 (configuration not stated)
-2.3,Cc1ccc(CSc2nc3cc(C(=O)N4CCC(C(N)=O)CC4)ccc3c(=O)n2-c2ccc(F)cc2)cc1
-3.8,CCC(Sc1nnc(N)s1)C(=O)NC(C)c1ccccc1 (configuration not stated)
-28.9,Cc1ccc(-c2nn3c(C)nnc3s2)cc1NC(=O)c1ccc(-c2cccc(Cl)c2)o1

Next structures
14-3-3g Raf,mol
5.2,O=C1Nc2ccccc2C1=Nc1ccccc1Br
-2.3,COc1ccc(-n2ccnc2SCC(=O)Nc2ccc(Cl)cc2)cc1
-9.8,Cc1cccc(C)c1NC(=O)Cn1c(=O)n(-c2ccc3c(c2)OCO3)c(=O)c2c(C)c(C)sc21
-0.3,O=C(Nc1cc2cc(Br)ccc2oc1=O)c1ccc([N+](=O)[O-])cc1
-16.9,O=C(NC1CCCCCC1)c1ccc2c(=O)n(Cc3ccc4c(c3)OCO4)c(=O)[nH]c2c1
0.9,Cc1ccc2occ(C3Nc4ccccc4NC4=C3C(=O)CC(c3cccs3)C4)c(=O)c2c1 (configuration not stated)
-5.5,COc1cccc(C2C(C(C)=O)=C(C)Nc3ncnn32)c1 (configuration not stated)
-4.5,CCOc1ccc(CN2CCN(S(=O)(=O)c3ccc([N+](=O)[O-])cc3)CC2)cc1OC
-18.2,Fc1ccc(C2CC(c3ccccc3F)n3nnnc3N2)cc1 (configuration not stated)
-6.3,CCCc1ccc(C(=O)N2CCN(c3ccccc3OCC)CC2)cc1

Next results:
14-3-3g Raf,mol
3.9,CC(=O)C1=C(O)C(=O)N(CCN2CCNCC2)C1c1ccccc1Cl (configuration not stated)
-0.2,CCCCOc1ccc(C(=O)Nc2ccc(N3CCN(C)CC3)cc2)cc1
-5.7,CCOC(=O)c1c(NC(=O)C(C)Oc2ccc(F)cc2)sc2c1CCC(CC)C2 (configuration not stated)
0.8,Cc1oc2c(cc(NS(=O)(=O)c3ccc(C(C)(C)C)cc3)c3ccccc32)c1C(=O)OC(C)C
-18.2,Cc1ccc(-c2nnc(Nc3ccc4c(c3)OCO4)c3ccccc23)cc1S(=O)(=O)NC(C)C
-8.0,O=C1c2ccccc2C(=O)c2cc(OCC(O)Cn3c4ccccc4c4ccccc43)ccc21 (configuration not stated)
-2.2,CCOC(=O)c1cc(NC(=O)SCC(=O)O)c(C)nc1C
-4.2,CN(C(=O)COc1ccccc1)c1nnc(-c2cccnc2)s1
-50.1,COc1ccc(-c2csc(NC(=O)c3ccc(OC)c(OC)c3)n2)cc1Br
-2.6,NC(Cc1ccc(O)cc1)C(=O)O (configuration not stated)

Next results:
14-3-3g Raf,mol
-10.0,Cc1sc2ncnc(Nc3cccc(Cl)c3)c2c1S(=O)(=O)N1CCC(C)CC1
-3.2,Cc1csc(Sc2nc3c(c(=O)[nH]c(=O)n3C)n2Cc2ccccc2Cl)n1
-0.7,CN(C)S(=O)(=O)N(CC(=O)Nc1ccccc1F)c1ccccc1
-4.4,O=C(CCSc1nc(-c2ccco2)cc(C(F)(F)F)n1)N1CCN(c2ccccc2)CC1
-32.9,COc1ccc(C2Nc3ccccc3C(=O)N2Cc2ccco2)cc1Cn1nc(C)c([N+](=O)[O-])c1C (configuration not stated)
3.4,CCC(C)NC(=O)c1cc2nc(-c3ccc(Cl)cc3)cc(C(F)(F)F)n2n1 (configuration not stated)
0.6,COc1ccccc1Cn1c(=S)[nH]c2ccc(Br)cc2c1=O
-9.6,COc1ccccc1-c1nnc2sc(COc3ccc(Cl)cc3)nn12
4.0,O=C(c1c[nH]c2ccc(S(=O)(=O)N3CCCCCC3)cc2c1=O)N1CCOCC1
-2.6,O=C(Nc1ccc(-c2nc3cc(NC(=O)c4ccc(F)cc4)ccc3o2)cc1)c1ccc(F)cc1

More compounds
14-3-3g Raf,mol
0.1,O=C(NCCCc1ccccc1)c1ccncc1
-6.7,CCc1c(C)[nH]c(=S)c(C#N)c1C
-8.0,Cc1c2cnn(-c3ccccc3)c(=O)c2c(C)n1CCCC(=O)N1CCN(c2ncccn2)CC1
-17.8,Cc1nnc(NC(=O)c2ccccc2[N+](=O)[O-])s1
-0.3,CCCCOc1ccc(-c2ncc(C(=O)OCC)c(N)n2)cc1
-17.8,CCC1Oc2ccc(Cl)cc2N(CC(=O)NCc2cccc(OC)c2)C1=O (configuration not stated)
6.0,CCN(c1ccc(C)c(C)c1)S(=O)(=O)c1cc(Br)cc2c1N(C(C)=O)C(C)C2 (configuration not stated)
-4.3,COc1ccc(Nc2ncc(C(=O)NC3CCCCC3)c3ccccc23)cc1
4.8,O=[N+]([O-])c1ccc(O)c(C=Nc2cccc(-c3nc4ccccc4s3)c2)c1
0.1,O=C(O)C1C2C=CC(C2)C1C(=O)NCCC1=CCCCC1 (configuration not stated)
